Casp6 inh = human caspase-6 inhibitors, primary screen, biochemical, VEID-R110 fluorescence, single point, set 2 | P55212 | purified caspase-6, Z-VEID-R110 cleavage fluorescence | inhibition, % at 12.5 µM | actives 0.53% (n = 350,000) | AID 686996, 2013;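 active = mean inhibition across replicates at least about 35%, with every replicate also reaching that limit, limit read from the data; inconclusive = only one of the two criteria met; inactive = neither criterion met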;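 note: 0% = median of neutral control wells and 100% = no fluorescence left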
Target sequence (P55212 24-179 limits assumed): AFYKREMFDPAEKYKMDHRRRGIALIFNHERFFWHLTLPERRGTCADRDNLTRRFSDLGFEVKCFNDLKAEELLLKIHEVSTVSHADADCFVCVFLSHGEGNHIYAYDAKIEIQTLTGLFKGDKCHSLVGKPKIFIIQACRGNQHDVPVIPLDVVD
Target sequence (P55212 194-293 limits assumed): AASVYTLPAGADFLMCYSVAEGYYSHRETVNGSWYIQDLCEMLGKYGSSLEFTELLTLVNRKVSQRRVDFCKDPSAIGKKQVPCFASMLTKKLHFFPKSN
SIRT5 inh = SIRT5 desuccinylase inhibitors, primary screen, biochemical, fluorescence imaging, single point, set 5; inhibition, % at 15 µM; AID 652115, 2013; Purified SirT5, succinyl-peptide AMC, trypsin-coupled fluorescence; actives 1.1% (n = 330,000); NAD-dependent protein deacylase sirtuin-5, mitochondrial (Homo sapiens), Q9NXA8; in the data active = inhibition above about 15%; inconclusive = no clear call, values can overlap the other calls
Target sequence (Q9NXA8 whole entry, looked up): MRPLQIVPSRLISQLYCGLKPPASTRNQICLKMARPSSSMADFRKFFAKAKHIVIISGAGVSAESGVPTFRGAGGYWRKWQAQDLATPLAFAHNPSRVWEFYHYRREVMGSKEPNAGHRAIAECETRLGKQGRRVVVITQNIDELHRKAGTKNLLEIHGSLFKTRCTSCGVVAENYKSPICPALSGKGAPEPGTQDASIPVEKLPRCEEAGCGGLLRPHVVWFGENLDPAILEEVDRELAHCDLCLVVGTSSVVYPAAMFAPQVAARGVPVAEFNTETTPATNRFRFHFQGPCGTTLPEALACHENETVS
ARNT TACC3 PPI = disruptors of ARNT/TACC3 protein interaction, primary screen, biochemical, AlphaScreen, single concentration; AlphaScreen His-ARNT PAS-B/GST-TACC3 binding, luminescence; TACC3 fragment carries E629A point mutation; inhibition, % at 9.99 µM; actives 0.66% (n = 390,000);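 active = mean inhibition of replicates at least 50% and at least half of replicates each reaching 50%; inconclusive = half or more replicates reach 50% but mean below 50%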;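 note: 0% = complete ARNT plus TACC3 wells and 100% = ARNT alone without TACC3; many hits fall short of the cut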
EWS-Fli block = EWS/Fli-driven NR0B1 reporter inhibitors, primary screen, A673 cells, NR0B1 luciferase, luminescence, MLPCN library; viability-normalised; inhibition, % at 12.6 µM; actives 0.67% (n = 350,000);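 active = mean inhibition of at least 50% after viability correction, with every replicate also passing that limit; inconclusive = mean reaches 50% but only one of two replicates passes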;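 note: firefly luciferase signal divided by Alamar Blue viability fluorescence both relative to DMSO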
PAX8 reporter = inhibitors of PAX8-driven TPO luciferase reporter, primary screen, RMG-I cells, single concentration; AID 652154, 2013; inhibition, % at 12.6 µM; actives 1.2% (n = 360,000); SteadyGlo, 24 h;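 active = mean replicate inhibition at least 60% with every replicate also reaching 60%; inconclusive = only one of the two criteria is met; inactive = mean below 60% and not all replicates reaching 60%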;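 note: luciferase light reporting Pax8 driven TPO promoter activity; plate controls were median of neutral control wells for no effect and mitoxantrone controls for full effect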
DENV2 CPE rescue = inhibitors of DENV2 cytopathic effect, primary screen, cell-based, plate reader, single concentration; DENV2-infected cells, cytopathic effect rescue; CPE inhibition, % at 9.99 µM; AID 651640, 2012; actives 1.7% (n = 350,000); in the data active = CPE inhibition above about 20%, passing the limit was not always enough; inconclusive = no clear call, values can overlap the other calls; tested in BHK-21 cells;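 note: 0% = median of neutral control wells and 100% = median of positive control wells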
LGR2 antag = inhibitors of bursicon-induced LGR2 CRE-luciferase signal, primary screen, cell-based, HEK293, CRE-luciferase reporter, bursicon stimulation; bursicon-stimulated, 4 h; inhibition, % at 9.99 µM; actives 0.35% (n = 380,000); AID 720647, 2013;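 active = drop in luminescence signal, shown as inhibition above about 50% in the replicate tests, limit read from the data, passing the limit was not always enough; inconclusive = probably only some replicates passing the limit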;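 note: agonist challenge used bursicon conditioned medium at about half maximal strength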
* = called active by the depositor; ? = inconclusive; . = not tested or not shown.

mol,Casp6 inh,SIRT5 inh,ARNT TACC3 PPI,EWS-Fli block,PAX8 reporter,DENV2 CPE rescue,LGR2 antag
C[C@H]1CN([C@@H](C)CO)C(=O)c2cccc(NS(=O)(=O)c3cn(C)cn3)c2O[C@@H]1CN(C)Cc1ccc(-c2ccccc2)cc1,1,1,12,-6,1,-13,-11
CC(C)NC(=O)Nc1ccc2c(c1)CC(=O)N([C@@H](C)CO)C[C@@H](C)[C@@H](CN(C)C(=O)NC1CCCCC1)O2,4,18*,7,.,-14,6,2
Cc1noc(C)c1NC(=O)Nc1ccc2c(c1)C(=O)N([C@@H](C)CO)C[C@@H](C)[C@H](CN(C)C(=O)C1CCCCC1)OCCCC[C@H](C)O2,28,-1,-7,-6,-3,2,-5
Cc1cccc(/N=C/C2=C(O)CC(C)(C)CC2=O)n1,7,7,-4,8,26,-3,.
Cc1cccc(S(=O)(=O)N[C@H]2CC[C@H](CCNC(=O)CCN3CCCCC3)O[C@@H]2CO)c1,-4,-1,-23,-9,2,3,2
CN(c1ccccc1)S(=O)(=O)c1cccc(C(=O)OCC(=O)Nc2ccc3[nH]c(=O)[nH]c3c2)c1,0,-2,2,-3,-23,0,-8
COc1ccccc1NC(=O)COC(=O)C1CC1,2,0,0,11,9,10,13
C[C@H](CO)N1C[C@H](C)[C@@H](CN(C)Cc2ccncc2)Oc2ccc(NC(=O)Nc3ccc(C(F)(F)F)cc3)cc2CC1=O,1,9,-13,.,90*,-2,4
COc1ccc(N(CC(=O)NCCSCc2ccco2)S(=O)(=O)c2ccc(C)cc2)cc1,5,.,-2,14,4,2,4
Cn1nnnc1Sc1ccc(C(=O)O)cc1[N+](=O)[O-],-2,-4,-1,13,15,-5,-3
CCOc1ccc(-n2c(SCC(=O)Nc3ccc(CC)cc3)nc3n[nH]c(C)c3c2=N)cc1,3,0,4,11,30,-2,-1
CCC(=O)N(C)C[C@H]1Oc2ncc(/C=C/c3ccccc3)cc2C(=O)N([C@H](C)CO)C[C@@H]1C,2,-8,-4,-5,.,1,-16
COc1ccc(C(=O)Nc2ccccc2)cc1NC(=O)c1cccs1,1,4,7,1,-6,1,8
CC1CCCC(NC(=O)COC(=O)CN2C(=O)C3CCCCC3C2=O)C1C (stereo not given),-1,0,.,2,6,5,-16
C=CCc1ccc(OCCn2nnc3ccccc32)c(OC)c1,0,0,-7,-50,-122,-12,-79
C[C@@H]1CN([C@H](C)CO)C(=O)c2cc(-c3cccc(F)c3)cnc2O[C@H]1CN(C)C(=O)c1cccc(F)c1,0,1,0,-6,-6,.,-23
CO[C@@H]1CN(C)C(=O)c2ccc(NC(=O)c3ccccc3F)cc2OC[C@H](C)NC[C@H]1C,2,6,-5,-3,5,-2,-12
C[C@@H]1CCCCO[C@@H](CN(C)Cc2ccncc2)[C@H](C)CN([C@@H](C)CO)C(=O)c2cc(N(C)C)ccc2O1,0,1,-4,-1,-3,1,1
CCCNS(=O)(=O)c1ccc(OCC(=O)N2CCCC2)cc1,-4,1,-2,0,12,17,7
C[C@@H]1CN([C@H](C)CO)C(=O)c2cc(NC(=O)CCCN(C)C)ccc2O[C@H]1CN(C)Cc1ccncc1,-7,0,-1,-2,-13,-7,3
COc1ccc(/C=N/NC(=O)CN(c2ccc(OC)cc2)S(=O)(=O)c2ccccc2)cc1,-3,-6,.,-4,-32,-1,-2
CC(C)N(C(=O)Cn1cc(S(=O)(=O)CC(=O)NCc2ccccc2)c2ccccc21)C(C)C,2,-5,4,.,-1,?,10
Cc1ccccc1OCC(=O)OCC(=O)Nc1ccc(Cl)cn1,-3,-1,9,-1,-2,-2,-3
O=C(NCc1ccccc1Cl)c1ccc(NC2=NC3CS(=O)(=O)CC3S2)cc1 (stereo not given),-1,0,-5,-1,-4,11,8
O=C(CSc1nc2ccc([N+](=O)[O-])cc2s1)NC1CCS(=O)(=O)C1 (stereo not given),0,3,-1,7,4,15,20

Further compounds follow:
mol,Casp6 inh,SIRT5 inh,ARNT TACC3 PPI,EWS-Fli block,PAX8 reporter,DENV2 CPE rescue,LGR2 antag
COc1cccc(C(=O)C2CCCN(Cc3cccn3-c3cccnc3)C2)c1 (stereo not given),2,-5,-3,10,21,4,-1
COCCn1c(SCC(=O)Nc2ccc(C)cc2C)nc2c(oc3ccccc32)c1=O,-1,.,10,1,8,13,.
COC(=O)c1cc2c(c3c4ccccc4n(S(=O)(=O)c4ccc(OC)cc4)c13)C(=O)N(Cc1ccccc1OC)C2,3,.,.,17,5,11,14
CC(Oc1cccc(Cl)c1)C(=O)Nc1cc(S(=O)(=O)N2CCOCC2)ccc1N1CCCCC1 (stereo not given),-145,-1,7,36,53,?,18
Nc1ncnc2c1ncn2[C@@H]1O[C@H](CNS(=O)(=O)c2ccc3c(c2)CCN(C(=O)C(F)(F)F)C3)[C@@H](O)[C@H]1O,1,-2,0,-8,-6,-5,7
COc1ccc(N(C(=O)Cn2nnc(-c3ccc(C)o3)n2)C(C(=O)NC2CCCC2)c2ccncc2)cc1 (stereo not given),3,-3,-13,.,10,1,-7
CC1(C(=O)NS(=O)(=O)c2ccccc2)CCN1C(=O)C1(c2ccc(Cl)cc2)CC1 (stereo not given),-1,.,.,-10,-34,-9,6
O=C(COc1ccc(S(=O)(=O)N2CCCC2)cc1)Nc1ccc(F)cc1,3,0,.,4,-4,-6,-4
COC(=O)[C@H](CC(C)C)NC(=O)Cn1cnc2c(NCc3ccccc3)ncnc21,1,-2,1,9,-7,-2,-8
O=C(O)COc1ccccc1/C=C1\SC(=S)N(NC(=O)c2ccccc2O)C1=O,15,21*,51*,-14,24,-12,-18
C=CCn1c(CNS(=O)(=O)c2ccc(Cl)cc2)n[nH]c1=S,0,0,-10,-2,2,4,13
Cc1ccc2nc(SCC(=O)c3ccc(Cl)cc3)nc(=O)n2c1,-1,-1,2,-14,-22,16,1
Cc1cc2ncc(C(N)=O)cn2n1,-1,-4,8,-1,-14,6,11
O=C(C[C@@H]1CC[C@@H](NC(=O)c2ccccc2)[C@H](CO)O1)NCCc1ccncc1,1,-1,-7,-3,.,-3,4
O=C(Nc1cnn(Cc2ccc(F)cc2)c1)c1cc(-c2cccs2)on1,-1,3,-3,-16,.,5,-24
O=C(C1CCOCC1)N1C[C@H]2[C@@H](c3ccccc31)[C@H](CO)N2Cc1ccc(Cl)cc1,2,3,-4,-64,-8,-5,-2
CCOC(=O)C(C)N1C(=O)S/C(=C/c2cc(C)n(-c3ccncc3)c2C)C1=O (stereo not given),-5,-3,.,-12,-25,1,-18
Cc1ccc(S(=O)(=O)c2nc(-c3cccs3)oc2N2CCC(C(N)=O)CC2)cc1,-1,0,-4,-5,.,?,21
CCOc1cc(N2CCOCC2)c(OCC)cc1NC(=O)C(NC(=O)c1c(F)cccc1F)C(C)C (stereo not given),-1,1,.,-1,4,5,-10
C[C@@H](NC(=O)OC(C)(C)C)c1nnc(S(=O)(=O)Cc2ccccc2)o1,4,0,5,11,9,20,-5
Cc1ccc(C(=O)NCCN2CCOCC2)cc1C,0,0,12,-2,-8,9,23
Cc1c(NS(=O)(=O)c2ccc(NC(=O)CCC(=O)O)cc2)c(=O)n(-c2ccccc2)n1C,1,-3,-9,10,0,0,6
Cc1noc(C)c1NC(=O)N(C)C[C@@H]1OCCCC[C@H](C)Oc2ccc(NC(=O)NC3CCCCC3)cc2C(=O)N([C@H](C)CO)C[C@@H]1C,-3,-4,-6,1,-3,0,-15
Cc1nc2sc(C(c3cccc(F)c3)N3CC(C)OC(C)C3)c(O)n2n1 (stereo not given),0,-3,.,.,.,.,0
Cc1cccc(NC(=O)C(CCC(N)=O)NC(=O)OCc2ccccc2)c1 (stereo not given),-1,5,8,9,6,-8,21

(continued)
mol,Casp6 inh,SIRT5 inh,ARNT TACC3 PPI,EWS-Fli block,PAX8 reporter,DENV2 CPE rescue,LGR2 antag
COc1ccc(NC(=O)CN(C)S(=O)(=O)c2ccc(Cl)cc2)c([N+](=O)[O-])c1,1,2,-16,-3,.,-3,1
Fc1ccc(/C=N/NC(=S)Nc2ccc(Cl)cc2)cc1F,.,.,-9,.,-52,.,-28
COC(=O)C[C@H]1CC[C@H]2[C@H](COc3ccc(NS(C)(=O)=O)cc3C(=O)N2C)O1,.,.,-9,6,-6,1,9
C[C@@H]1CCCCO[C@H](CN(C)Cc2ccc(C(=O)O)cc2)[C@H](C)CN([C@@H](C)CO)C(=O)c2cc(NC(=O)Nc3ccc4c(c3)OCO4)ccc2O1,1,4,2,-10,-3,6,-1
O=C(Nc1ccncc1)c1cc(-c2ccccn2)nc2ccccc12,0,0,-1,14,25,0,7
CCCOc1cccc(OCC(=O)Nc2nc3ccccc3[nH]2)c1,0,-1,3,-2,-10,2,-9
CCOc1ccccc1C(C(=O)NC1CCCC1)N(C(=O)c1csnn1)C1CC1 (stereo not given),-2,-5,-3,9,-5,1,5
O=C(C[C@H]1CC[C@@H]2[C@H](COC[C@@H](O)CN2Cc2ccccc2)O1)N1CCOCC1,0,1,-5,-4,-3,-6,-6
COCC(C)NC(=O)Cc1ccc(F)cc1 (stereo not given),.,.,-3,.,21,.,3
COc1ccc(NC(=O)CCNS(=O)(=O)c2ccc(C)c(C)c2)cc1OC,0,-2,2,1,-5,7,10
C=CCN([C@@H](CC(C)C)C(=O)OC)S(=O)(=O)N(CC=C)[C@@H](CC(C)C)C(=O)OC,3,.,-15,-7,4,-7,14
COc1cccc(CN2CCNC(=O)C2CC(=O)NCC(C)(C)N2CCOCC2)c1OC (stereo not given),-3,-5,-7,4,11,-3,-3
COCCN(C(=O)CNC(=O)c1ccco1)C(C(=O)NC1CCCC1)c1cccc(OC)c1 (stereo not given),2,.,-3,6,12,8,-13
COC(=O)c1c(C)oc2ccc(N(C(=O)c3ccncc3)S(=O)(=O)c3ccc(C)cc3C)cc12,.,.,26,.,37,.,15
Nc1c(C(=O)Nc2ccc(Cl)c(C(=O)O)c2)sc2nc3c(cc12)CCCC3,10,4,35,.,9,12,19
C[C@H]1CN([C@@H](C)CO)C(=O)Cc2cc(NS(=O)(=O)c3ccc(F)cc3)ccc2O[C@@H]1CN(C)S(=O)(=O)c1ccc(F)cc1,0,4,12,0,10,-11,0
Cc1ccc(C)c(Cn2ncc3ccccc32)c1,-1,-4,-7,-12,-1,1,-1
CCc1ccc(C2NC(=S)NC3=C2C(=O)CCC3)cc1 (stereo not given),0,13,6,6,8,-5,10
Oc1c(CN2CCN(c3ccc(F)cc3)CC2)cc(Cl)c2cccnc12,6,1,73*,0,.,3,.
O=C(c1cnc2n(c1=O)CCS2)N1CCN(c2ccccc2F)CC1,-2,0,-7,-3,8,2,-2
C=CCNC(=O)C1CC2c3ccccc3C1c1ccccc12 (stereo not given),3,1,-11,5,11,-1,3
Cc1ccc(S(=O)(=O)Nc2c(NC3CCCCC3)c3ccccc3oc2=O)cc1C,-1,-6,-1,.,1,-1,-8

Single records, as listed above.
Shown for C[C@@H]1CN([C@H](C)CO)C(=O)c2cc(NC(=O)CCCN(C)C)ccc2O[C@H]1CN(C)Cc1ccncc1 : Casp6 inh: -7; SIRT5 inh: 0; ARNT TACC3 PPI: -1; EWS-Fli block: -2; PAX8 reporter: -13; DENV2 CPE rescue: -7; LGR2 antag: 3
Shown for C=CCc1ccc(OCCn2nnc3ccccc32)c(OC)c1 : Casp6 inh: 0; SIRT5 inh: 0; ARNT TACC3 PPI: -7; EWS-Fli block: -50; PAX8 reporter: -122; DENV2 CPE rescue: -12; LGR2 antag: -79

High-throughput results deposited in PubChem BioAssay by Broad Institute.
